High-throughput results from PubChem.
Rab9 prom act: Rab9 promoter activation; Huh7 Rab9 promoter-luciferase reporter, luminescence, 24 h; Potency, µM (top dose mostly 9.22 µM), for the others: top-dose activation, negative = inhibition, hits mostly activators; 2.8% of 320,000 active; further: % of control where 0% means no effect; nearly all actives have a fitted effect of over 60% in size
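Quantitative HTS format; Huh7 Rab9-luciferase reporter cells (1500/well) receive compound 2 h post-plating, incubate 24 h at 37 °C, then get luciferase reagent for 10 min before luminescence reading.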
p53 reactivation: re-activators of mutant p53. Potency, µM (titrated, usually from 92.2 µM), without a hit: at the highest dose activity change, positive = activation, usual class: activators. 0.063% of 320,000 active. H1299 p53-A138V BP100-luciferase reporter, luminescence, 24 h; further: % of control where 0% means no effect; nearly all actives have a fitted effect of over 45% in size
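p53-null H1299 cells stably carrying temperature-sensitive p53-A138V and a BP100-luciferase reporter were pinned with compounds (4-point, 1:5 series) and held 24 hrs at 37 deg C. Luminescence was read 10 min after detection reagent.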
BRCA1 expr up: BRCA1 expression activation. MCF7-BRCA1-FFLuc reporter, luminescence, 48 h; response scale: scaled: vehicle 0%, 10 µM genistein 100%. Potency, µM (highest dose often 46.1 µM), for the others: at the highest dose activation, usual class: activators. 1.1% of 380,000 active. AID 624202; further: nearly all actives have a fitted effect of over 80% in size; some results filed as inactive show a strong effect at the top dose
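Quantitative HTS in MCF7 cells stably reporting BRCA1 expression via firefly luciferase. Compound treatment lasts 48 h at 37 °C in phenol-red free MEM. Activation is expressed relative to genistein at 10 microM and DMSO.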
MBNL1 CUG block: MBNL1-poly(CUG) RNA binding inhibition. Q9NR56. TR-FRET MBNL1-His/biotin-(CUG)12 binding, 665/545 ratio. Potency, µM (top dose mostly 57.5 µM), for the others: top-dose activity change, negative = inhibition, hits mostly inhibitors. 0.036% of 280,000 active. AID 2675; active means well fitted inhibition curve with a large enough effect in the signal ratio, with a control signal flat, not every such curve was filed as active; inconclusive means small, poorly fitted or top-dose-only effect, or effect the other way, or a change in a side signal; inactive means no such curve, though single readings can be large or run the other way; the % refers to the signal ratio; further: on the % scale 0 is the no-effect control and ±100 the full control effect
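Compound titration spanned 92 nM–58 uM against the MBNL1-His/biotin-(CUG)12 complex. After 60 min at room temperature with 5 nM streptavidin-XL665 and 0.055 ng/ul terbium anti-His, ratiometric 665/545 nm emission (Ex 340 nm) normalized to controls.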
MLL CXXC-DNA inh: MLL CXXC-DNA interaction inhibition; MLL-CXXC / FITC-HOXA9 DNA fluorescence polarization; Potency, µM (titrated, usually from 115 µM), inactives show at the top dose activity change, negative = inhibition, actives largely listed as inhibitors; 0.037% of 290,000 active; active means well fitted inhibition curve with a large enough effect in the polarisation, with a control signal flat, not every such curve was filed as active; inconclusive means small, poorly fitted or top-dose-only effect, or effect the other way, or a change in a side signal; inactive means no such curve, though single readings can be large or run the other way; the % refers to the polarisation
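Purified MLL-CXXC (added from a 7 uM solution) was preincubated 5 min at ambient with pinned compounds in 50 mM Tris-HCl pH 7.5, 50 mM NaCl, 1 mM DTT, 0.05% BSA. Fluorescein-labeled HOX-A9 DNA (50 nM solution) followed, 30 min, then polarization read.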
VP16 counter: Gal4-VP16 reporter inhibition counter-screen | 3.5% of 310,000 active | Potency, µM (doses to about 53.6 µM), without a hit: top-dose activity, negative = inhibition, usual class: inhibitors | Drosophila S2 Gal4-VP16 UAS-luciferase, luminescence, 20 h;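 further: Gal4-VP16 expression switched on by copper sulfate through the metallothionein promoter; on the % scale 0 is the no-effect control and ±100 the full control effect; nearly all actives have a fitted effect of over 50% in size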
FLuc modulator: firefly luciferase modulation, counter-screen for miR-21 project | purified FLuc, Km substrates, luminescence inhibition | Potency, µM (series often up to 57.5 µM), for the others: at the highest dose activity change, negative = inhibition, hits mostly inhibitors | 6.9% of 360,000 active | AID 588342;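 further: plate controls were vehicle for no effect and reference inhibitor for full effect; nearly all actives have a fitted effect of over 55% in size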
Target sequence (P08659 whole entry, looked up): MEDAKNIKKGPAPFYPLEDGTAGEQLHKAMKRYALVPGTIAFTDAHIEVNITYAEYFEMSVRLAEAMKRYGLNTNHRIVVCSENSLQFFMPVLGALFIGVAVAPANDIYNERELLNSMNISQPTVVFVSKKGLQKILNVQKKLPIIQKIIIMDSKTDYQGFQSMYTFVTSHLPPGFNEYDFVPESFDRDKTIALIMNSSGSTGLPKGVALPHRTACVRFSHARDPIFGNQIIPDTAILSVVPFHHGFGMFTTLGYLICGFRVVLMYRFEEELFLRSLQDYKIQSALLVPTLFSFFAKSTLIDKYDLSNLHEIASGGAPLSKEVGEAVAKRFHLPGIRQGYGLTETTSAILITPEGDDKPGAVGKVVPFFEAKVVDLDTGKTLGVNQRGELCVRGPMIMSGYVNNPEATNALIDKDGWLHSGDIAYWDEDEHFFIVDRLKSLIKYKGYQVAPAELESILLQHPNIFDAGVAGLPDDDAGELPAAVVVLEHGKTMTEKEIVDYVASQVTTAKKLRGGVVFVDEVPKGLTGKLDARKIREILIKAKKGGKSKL
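Purified P. pyralis luciferase (10nM final) with 10uM D-luciferin and 10uM ATP (Km levels) in 50mM Tris acetate pH 7.5, 10mM Mg acetate, 0.01% Tween-20, 0.05% BSA; qHTS 6-point titration, ~60 µM downward; luminescence read.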
NPC1 promoter act: NPC1 promoter activation. Huh7 NPC1 promoter luciferase reporter, 24 h. Potency, µM (titrated, usually from 9.22 µM), for the others: at the highest dose activation, hits mostly activators. 2.4% of 320,000 active. AID 485313;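 further: % of control where 0% means no effect; nearly all actives have a fitted effect of over 60% in size; reporter is driven by a mutant NPC1 promoter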
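Stable NPC1-promoter luciferase Huh7 line; cpd (DMSO) 24 h, 37 °C, 5% CO2; Amplite luciferase reagent 10 min RT; luminescence readout. qHTS format.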
RORg inh: ROR gamma (mouse) transcription inhibition; 5.4% of 310,000 active; Drosophila S2 Gal4-RORgamma UAS-luciferase reporter, 20 h; Potency, µM (titrated, usually from 53.6 µM), for the others: at the highest dose activity change, negative = inhibition, actives largely listed as inhibitors; AID 2551; P51450; further: on the % scale 0 is the no-effect control and ±100 the full control effect; nearly all actives have a fitted effect of over 60% in size
Target sequence (P51450 whole entry, looked up, the tested form may be a part): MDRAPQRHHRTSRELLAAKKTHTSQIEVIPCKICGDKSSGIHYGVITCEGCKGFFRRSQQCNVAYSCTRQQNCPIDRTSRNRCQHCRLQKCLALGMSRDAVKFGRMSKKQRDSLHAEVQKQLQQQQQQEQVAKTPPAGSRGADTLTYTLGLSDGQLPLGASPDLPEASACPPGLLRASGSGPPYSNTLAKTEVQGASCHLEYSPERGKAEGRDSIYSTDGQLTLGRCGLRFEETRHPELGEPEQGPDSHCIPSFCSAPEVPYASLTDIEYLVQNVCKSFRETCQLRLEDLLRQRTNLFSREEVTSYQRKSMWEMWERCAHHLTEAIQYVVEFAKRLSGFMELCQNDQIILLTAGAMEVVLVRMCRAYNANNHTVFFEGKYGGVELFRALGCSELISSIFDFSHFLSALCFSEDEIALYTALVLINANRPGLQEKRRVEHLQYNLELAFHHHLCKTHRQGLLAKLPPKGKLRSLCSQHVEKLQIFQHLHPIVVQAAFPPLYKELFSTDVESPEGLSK
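Read-out: Photinus luciferase luminescence; inhibitors lower reporter signal. Insect Schneider cells with Gal4-ROR gamma fusion under metallothionein promoter, UAS reporter; 700 uM final copper sulfate induction, 20 hr, ambient temperature.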
ELG1 genotoxic: genotoxicity induction in ELG1-luciferase HEK293T cells | Potency, µM (highest dose often 46 µM), inactives show at the top dose activity change, positive = activation, most hits filed as activators | 1.3% of 330,000 active | HEK293T ELG1-luciferase reporter, luminescence, 16 h; further: % of control where 0% means no effect; nearly all actives have a fitted effect of over 60% in size
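HEK293T cells expressing luciferase-tagged ELG1 were exposed to compound or DMSO vehicle for 16 hr at 37 °C and 5% CO2. Luciferase activity was then measured with ONE-Glo after 30 min at room temperature.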
uPA surface inh: blocks generation of uPA at the cell surface; 0.31% of 330,000 active; cell surface uPA generation assay, qHTS; Potency, µM (doses to about 38.3 µM), inactives show top-dose activity change, negative = inhibition, actives largely listed as inhibitors; AID 540303; active means well fitted inhibition curve with a large enough effect; inconclusive means small, poorly fitted or top-dose-only effect; inactive means no such curve, though single readings can be large or run the other way; tested in mouse RAW 264.7 cells; further: on the % scale 0 is the no-effect control and ±100 the full control effect; nearly all actives have a fitted effect of over 55% in size
* = called active by the depositor; ? = inconclusive; . = no result given; [ ] = another dose, or the depositor's remark. Unless noted, the call rests on the fitted dose curve; in most records, active means well fitted curve in the direction sought with a large enough effect; inconclusive means small, poorly fitted or top-dose-only effect, or another doubt; inactive means no such curve, though single readings can be large; an effect the other way counts as inactive or inconclusive. Potency means the concentration at half of the fitted maximal effect. Not all compounds are listed. The share of hits here may be higher or lower than overall.

SMILES	Rab9 prom act	p53 reactivation	BRCA1 expr up	MBNL1 CUG block	MLL CXXC-DNA inh	VP16 counter	FLuc modulator	NPC1 promoter act	RORg inh	ELG1 genotoxic	uPA surface inh
S=C(Nc1ccc2cn[nH]c2c1)Nc1ccc(Cl)cc1Cl	0%	-1%	-1%	8%	-7%	18%	-18%	0%	-33%	-2%	-3%
COc1ccc2[nH]c(=O)c(CN(CC3CCCO3)S(=O)(=O)c3ccccc3)cc2c1 (configuration not stated)	-3%	-3%	-13%	9%	-2%	-15%	-1%	-2%	?	-11%	-5%
Cc1ccc(SCc2nnc(N)s2)cc1	20%	17%	38%	-7%	-4%	6%	?	10%	24%	0%	-1%
Cn1nc(C(=O)NC2CCCN(Cc3ccccc3F)C2)c2ccccc2c1=O (configuration not stated)	-21%	3%	-32%	-6%	17%	-17%	0%	-30%[inhibitor]	-15%	1%	8%
CCOC(=O)C(C(=O)OCC)N(C#N)c1nc(OC)nc(N(C)C)n1	-4%	9%	-11%	-4%	-2%	-22%	3%	-2%	?	0%	-5%
COc1ccc(OC)c(NS(=O)(=O)Cc2ccccc2)c1	3%	3%	.	-15%	-3%	-4%	-8%	-2%	0%	0%	.
O=C(NCC1(c2ccccc2)CCOCC1)c1cccs1	-5%	9%	-16%	-5%	4%	-4%	-2%	1%	1%	-4%	7%
Cn1c(NC(=O)/C=C/c2c(F)cccc2Cl)cc(=O)n(C)c1=O	29%	9%	-15%	3%	12%	-1%	-2%	13%	24%	-10%	4%
COC(=O)c1nnn(-c2nonc2N)c1COc1ccc(C=O)cc1OC	0%	1%	-9%	-13%	7%	2%	1%	-4%	-1%	5%	?
CSC1=N/C(=C\c2ccccc2Cl)C(=O)N1N(C)C	1%	4%	0%	.	-10%	-13%	1%	1%	28%	-1%	10%
CCc1ccccc1NC1Nc2cc(C)nn2S1 (configuration not stated)	5%	-1%	-2%	-25%	12%	13µM*	5%	-7%	5.6µM*	-5%	2%
Cc1ccc(-n2c3c(c(=O)[nH]c2=O)C(C(F)(F)F)(C(F)(F)F)NC(=O)N3)cc1	12%	-4%	-2%	-8%	-5%	0%	0%	-1%	-8%	-2%	-2%
O=C(CC1C(=O)NCCN1CCCc1ccccc1)NCCc1ccccc1F (configuration not stated)	11%	-5%	3%	2%	-13%	18%	-1%	-1%	?	3%	4%
CN1CCN(C(=O)c2cc(C(C)(C)C)cc(C(C)(C)C)c2)CC1	-4%	-1%	21%	?	-2%	4%	1%	-10%	8%	1%	4%
COc1ccc2nc(NC(=O)c3ccc(NC(=O)C4CCCO4)cc3)sc2c1 (configuration not stated)	18%	2%	84%	8%	7%	-17%	9.5µM*	21%	-21%	-10%	4%
O=C(CSc1nccc(=O)[nH]1)NCc1ccco1	1%	-1%	1%	.	4%	-16%	4%	3%	-5%	1%	-2%
Cc1ccc(CCNC(=O)C2CCCN(c3nc4ccccc4o3)C2)cc1 (configuration not stated)	12%	-13%	2%	-2%	-4%	14%	4%	1%	15%	-2%	8%
CCn1c(=N)n(CC(=O)C23CC4CC(CC(C4)C2)C3)c2ccccc21	-6%	?	-17%	-6%	15%	8.9µM*	-1%	-11%	4µM*	-7%	0%
CC(NS(=O)(=O)c1ccc(Cl)cc1)C(=O)NCc1ccco1 (configuration not stated)	-5%	-1%	1%	-6%	12%	0%	0%	2%	3%	0%	1%
Nc1ccccc1SC1CC(=O)N(c2ccc(Cl)c(Cl)c2)C1=O (configuration not stated)	-3%	3%	-39%	11%	10%	-28%	2%	-4%	39%	-5%	1%
Cc1ccc(C(=O)NNC(=S)NC(=O)c2ccc(Cl)cc2)cc1	-3%	12%	-58%	1%	-4%	-15%	0%	-8%	?	4%	.
NNC(=O)c1sccc1OCc1ccc(Cl)cc1	-1%	18%	21%	.	9%	-26%	-19%	2%	-33%	-18%	-2%
O=C(COC(=O)CCCOc1ccc(Cl)cc1Cl)Nc1cccc(Cl)c1	-3%	-8%	-7%	-12%	5%	-1%	?	-3%	-15%	0%	3%
O=C(COC(=O)c1ccccc1Cc1ccccc1)NC1CCS(=O)(=O)C1 (configuration not stated)	22%	20%	-2%	-1%	1%	-6%	3%	2%	20%	1%	12%
COc1ccc(/C(C)=N/NC(=O)CNC(=O)/C=C\c2ccccc2OC)c(OC)c1	5%	19%	-12%	5%	-6%	-2%	-8%	-10%	-2%	0%	-19%
CCN(CC)S(=O)(=O)c1cc(C(=O)Nc2cc(C)[nH]n2)ccc1Cl	2.5µM*	16%	68%	-4%	1%	2%	8.5µM*	2.2µM*	-21%	?	?
CCOC(=O)N1CCN(S(=O)(=O)c2cc(Br)cnc2N)CC1	-5%	-15%	-9%	2%	1%	2%	5%	-2%	15%	-3%	-1%
COc1ccc(OC)c(S(=O)(=O)N/N=C\c2c[nH]c3ccccc23)c1	-1%	-15%	-50%	-6%	9%	-18%	4%	-7%	?	-5%	1%
Cc1ccc(C2(C)NC(=O)N(CC(=O)NCc3cccc(Cl)c3)C2=O)cc1 (configuration not stated)	-3%	-7%	-6%	-17%	-4%	9%	1%	0%	11%	-7%	10%
CC(C[N+](C)(C)C)OC(=O)C1(c2ccccc2)CCCC1 (configuration not stated)	13%	-4%	-4%	-8%	11%	?	0%	2%	1%	1%	-10%

In the list so far, 4 contain fluorine:
SMILES	Rab9 prom act	p53 reactivation	BRCA1 expr up	MBNL1 CUG block	MLL CXXC-DNA inh	VP16 counter	FLuc modulator	NPC1 promoter act	RORg inh	ELG1 genotoxic	uPA surface inh
Cn1nc(C(=O)NC2CCCN(Cc3ccccc3F)C2)c2ccccc2c1=O (configuration not stated)	-21%	3%	-32%	-6%	17%	-17%	0%	-30%[inhibitor]	-15%	1%	8%
Cn1c(NC(=O)/C=C/c2c(F)cccc2Cl)cc(=O)n(C)c1=O	29%	9%	-15%	3%	12%	-1%	-2%	13%	24%	-10%	4%
Cc1ccc(-n2c3c(c(=O)[nH]c2=O)C(C(F)(F)F)(C(F)(F)F)NC(=O)N3)cc1	12%	-4%	-2%	-8%	-5%	0%	0%	-1%	-8%	-2%	-2%
O=C(CC1C(=O)NCCN1CCCc1ccccc1)NCCc1ccccc1F (configuration not stated)	11%	-5%	3%	2%	-13%	18%	-1%	-1%	?	3%	4%

(cont.)
SMILES	Rab9 prom act	p53 reactivation	BRCA1 expr up	MBNL1 CUG block	MLL CXXC-DNA inh	VP16 counter	FLuc modulator	NPC1 promoter act	RORg inh	ELG1 genotoxic	uPA surface inh
O=C(c1ccc(Cl)cc1Cl)N1CCN(c2ccccn2)CC1	3%	-59%[inhibitor]	-19%	-5%	-14%	6%	-8%	0%	15%	-9%	-2%
COc1ccc(-c2[nH]ncc2/C=C(/C#N)C(=O)NC2CCCCC2)cc1	1%	-3%	-59%	?	11%	-26%	12%	-1%	-20%	-2%	-5%
C=CCNC(=S)NNC(=O)c1cccn(Cc2ccc(Cl)c(Cl)c2)c1=O	1%	-14%	-31%	15%	7%	?	3%	-1%	-2%	-4%	.
CCc1nc(SCC(=O)Nc2ccccc2OC)c2c(C)c(C)sc2n1	0%	-4%	-30%	-5%	-6%	-16%	0%	-9%	25%	-24%	.
Cc1nccc(-c2cccc(NC(=O)c3ccccc3Cl)c2)n1	5%	9%	-43%	.	1%	-2%	-12%	-6%	14%	1%	4%
N#CC(Cc1cccc(CC(C#N)(c2ccccc2)c2ccccc2)c1)(c1ccccc1)c1ccccc1	-1%	10%	0%	2%	1%	2%	0%	-8%	-7%	1%	8%
CC12CC(NC(=O)N1c1cccc(C(=O)Nc3ncn[nH]3)c1)c1ccccc1O2 (configuration not stated)	.	.	0%	-10%	-4%	-1%	2%	.	0%	.	4%
